Screening data from PubChem.
TGFb SMAD3 inh: inhibitors of TGF-b signaling. HepG2 CAGA-GFP TGF-b/SMAD3 reporter, GFP fluorescence, 18 h; TGF-beta stimulated, 500 pg/mL final. Potency, µM (titrated, usually from 46.1 µM), for inactives: at the highest dose activity, negative = inhibition, usual class: inhibitors. actives 1.2% (n = 410,000); also: potency is read from the fitted curve at half-maximal effect; % is scaled to controls: 0 for no effect and ±100 for the full control effect; nearly all actives have a fitted effect of over 65% in size
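Per well, imaged GFP fluorescence of HEPG2 CAGA-GFP cells gives the signal; cells get compound, then TGF-beta (500 pg/mL final), 18 h at 37 degrees C; %Activity versus -TGF-beta and +DMSO controls.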
HepG2 tox: counter-screen for TGF-b inhibitors: cytotoxicity in HepG2 cells. HepG2 CAGA-GFP viability, ATP luminescence, 18 h. Potency, µM (series often up to 46.1 µM), for inactives: at the top dose activity change, negative = cytotoxicity, most hits filed as cytotoxic. actives 0.76% (n = 410,000). AID 588856; also: potency is read from the fitted curve at half-maximal effect; some results filed as inactive show a strong effect at the top dose
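HepG2 CAGA-GFP cells (1000/well, DMEM with 1% FBS) received compound, then TGF-beta at 500 pg/mL final, and were incubated 18 hours at 37 degrees C. Viability was read by CellTiter-Glo luminescence. Media-only wells were set as complete cell-killing and DMSO as no toxicity.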
A549 viability: kills or reduces viability of A549 cells in Nrf2 counter-screen; A549 ARE-Fluc cells, CellTiter-Fluor viability, 18-24 h; Potency, µM (titrated, usually from 46 µM), for the others: at the top dose activity change, negative = cytotoxicity, hits mostly inhibitors; actives 0.16% (n = 390,000); AID 504648; also: potency is read from the fitted curve at half-maximal effect; % is scaled to controls: 0 for no effect and ±100 for the full control effect
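A549 ARE-Fluc cells in 5% FBS OPTI-MEM, 5000 cells/well, rested 2 h then exposed to compounds in concentration-response for 18-24 h at 37 °C. Viability by CellTiter-Fluor fluorescence (Ex 405/Em 525) after 30 min; luciferase luminescence (BugLite, 15 min, RT) read afterwards.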
Nrf2 activator: activates Nrf2 signaling; AREc32 ARE-luciferase reporter (MCF7-derived line), luminescence, 24 h; actives 0.31% (n = 410,000); Potency, µM (doses to about 46.1 µM), without a hit: top-dose activation, most hits filed as activators; also: potency is read from the fitted curve at half-maximal effect; % of control where 0% means no effect; nearly all actives have a fitted effect of over 65% in size
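AREc32 cells carrying an ARE-driven firefly luciferase reporter were seeded at 1000 cells/well in OPTI-MEM with 5% FBS, then exposed to compound for 24 hr at 37 deg C. Luminescence was read with Steady-Glo after 30 min at RT.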
Nrf2 block: blocks Nrf2 signaling; Potency, µM (highest dose often 46 µM), inactives show top-dose activity change, negative = inhibition, usual class: inhibitors; actives 2.1% (n = 360,000); AID 504444; A549 ARE-Fluc reporter, luciferase luminescence, 18-24 h; also: potency is read from the fitted curve at half-maximal effect; % is scaled to controls: 0 for no effect and ±100 for the full control effect; nearly all actives have a fitted effect of over 60% in size
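Cells were seeded and rested 2 h, then exposed to compounds for 18-24 h. CellTiter-Fluor was read first as a viability measure. BugLite was added 15 min before the final luminescent read of ARE-luciferase activity in A549 cells.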
Akt phos inh: Akt phosphorylation inhibition; Neuro2A IGF-stimulated pAkt S473 HTRF, 20 min; active compounds read low; activity change, % for hits at 50 µM; actives 0.32% (n = 360,000); in the data active = activity change below about -80%; inconclusive = mostly about -51% to -80%; also: % is scaled to controls: 0 for no effect and ±100 for the full control effect
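Neuro2A cells in DMEM with 0.5% FBS, overnight at 37 deg C, given compound at single 50 µM final, then IGF (6 nM final) for 20 min at 37 deg C. Lysed; phospho-Akt Ser473 by HTRF after 24 h, 665/615 ratio.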
MmCpn inh: blocks the Methanococcus maripaludis chaperonin Mm-Cpn; actives 0.031% (n = 330,000); Potency, µM (top dose mostly 76.9 µM), for inactives: at the top dose activity, negative = inhibition, usual class: inhibitors; AID 504842; purified Mm-Cpn ATPase, ADP Transcreener TR-FRET; also: potency is read from the fitted curve at half-maximal effect; % is scaled to controls: 0 for no effect and ±100 for the full control effect; nearly all actives have a fitted effect of over 80% in size
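25 nM Mm-CPN + cpd, 10 min 37°C; + 10 uM ATP, 30 min 37°C; buffer 30 mM Tris pH 7.4, 100 mM KCl, 5 mM MgCl2, 1 mM DTT; Transcreener ADP HTRF detection 30 min RT.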
S2 tox: viability counter-screen for ATXN expression inhibitors | S2 cells (HEK-293 line with an ATXN2-luciferase reporter) viability, CellTiter-Fluor protease fluorescence, 24 h | Potency, µM (series often up to 56.7 µM), usual class: cytotoxic | actives 0.49% (n = 400,000) | AID 651635; also: potency is read from the fitted curve at half-maximal effect; nearly all actives have a fitted effect of over 40% in size
CCT chaperon mod: cytosolic chaperonin activity modulation; activity change, % (test concentration not listed), hits read low; AID 651819; purified chaperonin ATPase assay, HTRF ADP detection, 30 min; actives 0.3% (n = 360,000); in the data active = activity change below about -30%; also: % is scaled to controls: 0 for no effect and ±100 for the full control effect
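We incubate TRiC, 40 or 20 nM final, with library compounds at 76 uM and 10 uM ATP for 30 min at 37 °C. ADP formed is detected with Transcreener HTRF reagents after 30 min at room temperature.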
Active calls of the source: *; i = inactive; ? = inconclusive; nt = no result given; & = joins results of further samples; [ ] = dose if it differs, or a comment. Unless noted, calls follow the shape of the dose curve; as a rule, active = well fitted curve in the direction sought with a large enough effect; inconclusive = small, poorly fitted or top-dose-only effect, or another doubt; inactive = no such curve, though single readings can be large; an effect the other way counts as inactive or inconclusive.

canonical_smiles	TGFb SMAD3 inh	HepG2 tox	A549 viability	Nrf2 activator	Nrf2 block	Akt phos inh	MmCpn inh	S2 tox	CCT chaperon mod
Nc1scc(-c2ccncc2)c1Cl	7.2%	-1.7%	-3.1%	0.4%	?	i	0.4%	i	-4.4
O=C(O)c1ccc(NC(=O)c2cn(-c3ccccc3)nc2-c2ccccc2)cc1	6.5%	-0.7%	0.4%	-0.1%[9.22 µM]	?	i	0.3%	i	0.1
CSc1ccc(CCNC(=O)c2ccc(CS(=O)Cc3ccc(Cl)cc3)o2)cc1 (configuration not stated)	?	-4.5%&-27.4%	-1.6%&-2.9%	-0.3%&1.0%	2.8%&-8.6%	i	1.3%	i	1.4
COC(CNC(=O)c1cc(-c2ccncc2)nc2ccc(S(=O)(=O)N3CCOCC3)cc12)OC	0.9%	10.2%	-1.7%	-1.1%	12.4%	i	-0.3%	i	0.4
COc1ccc(NC(=O)Nc2nc3ccccc3s2)cc1	-9.6%	-13.0%	?	5.1%	?	i	0.9%	i	0.3
CC1=C(C(=O)N(C)C)CC(CC(=O)NCCc2ccccn2)C(=O)N1Cc1ccccc1 (configuration not stated)	-3.2%	0.5%	nt	-0.5%	nt	i	nt	i	-3.4
COc1ccc(/C=N/NC(=O)c2c(C)nnn2-c2nonc2N)cc1OC	-14.5%	-27.0%	0.6%	3.0%	-10.2%	i	-0.7%	i	1.3
O=C(COC(=O)C1CC1)Nc1ccc(S(=O)(=O)N2CCOCC2)cc1	17.8%	-38.5%	0.6%	-0.3%	?	i	0.0%	i	2.4
Fc1ccc(Br)cc1C1C=C(c2ccc(Br)s2)Nc2ncnn21 (configuration not stated)	-28.9%	-59.1%	1.2%	6.7%	?	i	?	i	1.2
Cn1c(=O)c2c(ncn2CC(=O)Nc2cccc(S(=O)(=O)Nc3ccccc3F)c2)n(C)c1=O	-8.1%	-60.9%	-8.6%	-0.2%	?	i	2.0%	i	-5.5
O=C(NCCCn1ccnc1)/C(=C\c1ccc(Br)cc1)NC(=O)c1ccccc1	5.6%	-1.4%	9.4%	0.3%	?	i	-3.9%	i	1.4
C=CCC[C@H](Cc1ccc(F)cc1)C(=O)OC[C@H](C)NC(=O)[C@@H](CC=C)CC(=O)N[C@H](CO)Cc1ccccc1	22.5%	15.6%	-3.9%	0.3%	-27.4%	i	0.8%	i	0.5
CCn1c(=O)c2sccc2n2c(CCCC(=O)NC3CCN(Cc4ccccc4)CC3)nnc12	-4.5%	-9.6%	0.0%	0.4%	23.8%	i	0.3%	i	-0.5
Nc1ccc(C=C2C=Cc3ccccc32)cc1	-6.8%	-1.8%	-16.1%	3.9%	?	i	nt	i	0.3
CC(C)C(NC(=O)c1ccccc1F)C(=O)NCCc1ccccn1 (configuration not stated)	2.2%	5.0%	0.2%	-0.7%	-9.0%	i	-3.3%	i	-3.6
O=C(NCCc1ccccc1)C1=CCN(S(=O)(=O)c2ccccc2)CC1	-5.3%	-1.8%	1.1%	2.5%	7.9%	i	0.2%	i	2.2
CCOC(=O)c1ccccc1OC(=O)CS(=O)c1ccccc1[N+](=O)[O-] (configuration not stated)	-29.8%	-21.9%	-4.5%	?	-1.6%	i	1.6%	i	2.0
CCOC(=O)c1c(C)[nH]c(CCC(=O)Nc2ccc(C)c(F)c2)c1C	0.0%	-15.0%	4.5%	5.0%	nt	nt	nt	nt	nt
O=C1C=C(c2ccc3[nH]ccc3c2)C[C@@H](c2ccc(F)cc2)C1	?	-29.3%	-11.4%	0.7%	-26.7%	i	-5.3%	?	-0.4
CCc1cc2cc(C)c(C)cc2nc1SCC(=O)NNC(=O)c1ccco1	0.2%	-7.5%	-2.2%	3.0%	-26.8%	i	-0.6%	i	0.4

Brought forward from above: 4 entries, then new ones.
canonical_smiles	TGFb SMAD3 inh	HepG2 tox	A549 viability	Nrf2 activator	Nrf2 block	Akt phos inh	MmCpn inh	S2 tox	CCT chaperon mod
CCOC(=O)c1ccccc1OC(=O)CS(=O)c1ccccc1[N+](=O)[O-] (configuration not stated)	-29.8%	-21.9%	-4.5%	?	-1.6%	i	1.6%	i	2.0
CCOC(=O)c1c(C)[nH]c(CCC(=O)Nc2ccc(C)c(F)c2)c1C	0.0%	-15.0%	4.5%	5.0%	nt	nt	nt	nt	nt
O=C1C=C(c2ccc3[nH]ccc3c2)C[C@@H](c2ccc(F)cc2)C1	?	-29.3%	-11.4%	0.7%	-26.7%	i	-5.3%	?	-0.4
CCc1cc2cc(C)c(C)cc2nc1SCC(=O)NNC(=O)c1ccco1	0.2%	-7.5%	-2.2%	3.0%	-26.8%	i	-0.6%	i	0.4
CCCCN(C(=O)c1ccc2c(c1)OCCO2)c1c(N)n(CCCC)c(=O)[nH]c1=O	?	-22.9%	-3.4%	-0.5%	12.7%	i	-0.7%	i	0.1
Cc1nn(Cc2ccccc2Cl)c(C)c1NC(=O)Cn1nc([N+](=O)[O-])c(Cl)c1C	-14.1%	17.1%	-6.2%	0.3%	14.4%	i	0.3%	i	-2.8
Cc1ccc2c(=O)cc(C(=O)Nc3c(C)n(C)n(-c4ccccc4)c3=O)oc2c1C	-5.0%	21.0%	-2.7%	-1.0%	0.6%	nt	nt	i	nt
CCOc1ccc(CN2CCc3nc(Nc4ccc5c(c4)OCCO5)ncc3C2)cc1	-7.6%	-23.1%	6.5%	5.0%	nt	nt	nt	i	nt
COc1ccc(C(=O)NNC(=O)C(=O)NC2CCCCC2)cc1	-3.7%	9.1%	-0.7%	-0.6%	2.4%	i	1.6%	i	2.4
CNC(=O)C(=O)Nc1c(C)cc(C)cc1C	3.7%	1.7%	-0.6%	-0.6%	5.4%	i	-0.1%	i	-2.2
CC(C)(C)OC(=O)NCCCCCC(=O)N/N=C/c1coc2ccccc2c1=O	-6.2%	0.5%	9.1%	-0.9%	?	i	-0.8%	i	1.1
CN(C)CCCN(C(=O)c1ccc(S(=O)(=O)N2CCc3ccccc32)cc1)c1nc2c(Cl)cccc2s1	?	-53.0%	-9.1%	7.0%	-12.3%	i	1.2%	i	0.1
CC(=O)Nc1ccc(S(=O)(=O)NNC(=O)c2ccc(C)cc2)cc1	5.6%	1.1%	-0.1%	-0.4%	0.4%	i	1.4%	i	0.4
CC(C)[C@H](NC(=O)N1CCn2c1nc1ccccc12)C(=O)NCCc1ccccc1	?	-14.4%	-12.1%	-0.8%	1.3%	i	-1.6%	i	0.8
c1csc(-c2csc3nc(CN4CCOCC4)nc(NCc4ccc5c(c4)OCO5)c23)c1	-16.5%	-36.9%	-10.0%	-0.5%	?	i	-5.0%	?	-0.7
Cc1cc2sc3nc(=O)n(-c4ccccc4)c(=O)n3c2cc1C	7.5%	12.4%	0.3%	2.0%	?	i	-2.4%	i	-1.7
CCN1CCN(CC(O)COc2ccc(C(C)=O)cc2)CC1 (configuration not stated)	-2.8%	0.9%	4.2%	0.1%	29.7%	i	0.6%	i	0.0
Cc1c(C(=O)N2CCCCC2)nn(-c2ccc(Cl)cc2)c(=O)c1C#N	-0.8%	0.3%	-5.7%	0.1%	-0.7%	i	3.5%	i	-0.2
CCCCn1c(N)c(N(CCOC)C(=O)c2cc(-c3ccco3)nc3ccccc23)c(=O)[nH]c1=O	0.8%	-10.9%	0.5%	6.2%	8.9%	i	-1.8%	i	-0.6
COc1ccc(-c2cnnc(N/N=C/c3ccc(O)cc3)n2)cc1	-1.0%	-19.2%	-9.0%	28.0%	19.2%	i	0.5%	?	-0.5
c1ccc(COc2cccc(CNCc3ccccn3)c2)cc1	-10.5%	-9.5%	0.3%	0.5%	0.2%	i	-1.0%	i	1.1
CC(=O)Nc1nc(NCc2ccccc2Cl)n(-c2ccccc2)n1	0.5%	-0.3%	-0.4%	0.0%	-1.5%	i	0.4%	i	-3.1
O=C(c1ccc2c(c1)N(Cc1ccccc1F)C(=O)c1ccccc1S2(=O)=O)N1CCCCC1	?	0.7%	?	-1.0%	?	nt	nt	i	nt
Cc1cccc(C)c1Nc1c(-c2ccsc2)nc2ccccn12	?	-30.3%	-22.5%	0.9%	18.4µM*	nt	nt	?	nt

Additional records.
canonical_smiles	TGFb SMAD3 inh	HepG2 tox	A549 viability	Nrf2 activator	Nrf2 block	Akt phos inh	MmCpn inh	S2 tox	CCT chaperon mod
Cc1c(C)n(Cc2ccc(F)cc2)c2ccc(C(=O)N3CCN(c4ccc(Cl)cc4)CC3)cc12	-17.5%	-5.6%	-0.3%	-0.3%	?	nt	nt	nt	nt
COC(=O)c1ccc(NC(=O)C2CCCN2S(=O)(=O)c2ccc(OC)cc2)cc1 (configuration not stated)	-24.6%	-35.0%	4.5%	3.2%	4.7%	i	-1.7%	i	-3.2
Cc1ccc(CN2CCN(/N=C/c3ccc(C)s3)CC2)cc1	-18.8%	-6.4%	1.5%	0.0%	3.8%	i	0.6%	i	-2.3
Cc1ccccc1-c1ccccc1N	-0.8%	3.3%	0.7%	-0.1%	-9.0%	i	0.6%	i	-0.5
